# Assay outcomes from PubChem BioAssay.
# TIM10 inh – TIM10 yeast growth inhibition; AID 463195; inhibition, % at 10 µM; 330,000 compounds, 1.4% hits; S. cerevisiae TIM10 strain growth, BacTiter-Glo luminescence, 24 h;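 active means inhibition of 40% or more at the single tested concentration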;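 further: wild-type TIM10 isogenic control strain grown at permissive 25 °C; 0% = DMSO yeast wells and 100% = minimal medium wells without yeast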
# tim10-1 inh – inhibits growth of tim10-1 mutant yeast | AID 463190 | S. cerevisiae tim10-1 ts strain growth, BacTiter-Glo, 24 h | 330,000 compounds, 2.2% hits | inhibition, % at 20 µM;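 active means inhibition of at least 40%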;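 further: mutant grown at 25 °C; 0% = DMSO wells with yeast and 100% = wells holding no yeast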
# Mdm2 MdmX PPI – human Mdm2/MdmX binding inhibition. SaOS-2 split-luciferase Mdm2/MdmX complementation, luminescence. inhibition, % at 8 µM. 330,000 compounds, 3% hits. O15151+Q00987;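 active means inhibition of at least 50% at 8 µM in the primary screen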
# tim23-1 inh – tim23-1 yeast growth inhibition; inhibition, % at 20 µM; AID 463212; S. cerevisiae tim23-1 growth, BacTiter-Glo luminescence, 24 h; 330,000 compounds, 1.3% hits;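 active means growth inhibition of the mutant yeast at or above 50%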;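 further: temperature-sensitive mutant grown at 25 °C; plate controls were DMSO-treated mutant yeast for no effect and medium wells lacking yeast for full effect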
# APJ ag – activates the human apelin receptor APJ | P35414 | CHO-K1 APJ PathHunter beta-arrestin, luminescence; 0% DMSO wells, 100% apelin | activation, % at 20 µM | 330,000 compounds, 0.11% hits | AID 2520;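 active means activation more than six SD over the plate average, tested at 20 µM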;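 further: 0% = DMSO alone and 100% = apelin-13 at 10 nM; some results filed as inactive read as strong as hits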
# Target sequence (P35414 whole entry, looked up): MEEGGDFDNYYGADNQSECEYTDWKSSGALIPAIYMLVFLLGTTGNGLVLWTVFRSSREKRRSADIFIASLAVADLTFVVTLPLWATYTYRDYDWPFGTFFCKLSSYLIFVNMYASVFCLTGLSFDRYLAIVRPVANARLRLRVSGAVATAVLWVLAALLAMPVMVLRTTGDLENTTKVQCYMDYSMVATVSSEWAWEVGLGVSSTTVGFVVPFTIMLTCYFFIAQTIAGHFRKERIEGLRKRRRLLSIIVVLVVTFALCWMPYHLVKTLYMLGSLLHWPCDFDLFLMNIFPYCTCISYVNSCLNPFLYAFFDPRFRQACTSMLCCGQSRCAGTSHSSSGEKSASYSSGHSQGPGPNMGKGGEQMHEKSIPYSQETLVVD
#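 Test system: CHO-K1 APJ beta-arrestin complementation cell line | Compound: Single test compound dose, 20 µM final, 1% DMSO | Incubation: Compound 90 min 25 °C, reagent 1 h | Measured by: beta-gal luminescence | Read-out basis: APJ–arrestin association signal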
# CHOP UPR activ – activators of apoptotic arm of unfolded protein response (CHOP). CHO-CHOP luciferase reporter, UPR activation, luminescence; percent of tunicamycin response over DMSO baseline. activation, % at 10 µM. 330,000 compounds, 0.34% hits;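 active means at 10 µM dose, activation of 40% or more, normalized to positive control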;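 further: 100% = tunicamycin at 10 µg/mL and 0% = DMSO alone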
#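 measured by = luciferase luminescence | assay system = CHO-CHOP cells, stable luciferase reporter of PERK-eIF2a-CHOP signalling | amount = 500 reporter cells seeded per well | timing = 6 h compound exposure at 37 °C after overnight seeding | controls = positive tunicamycin 10 µg/mL, negative DMSO alone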
# XBP1 UPR activ – adaptive UPR (XBP1) activation. CHO-XBP1 luciferase reporter, IRE1-XBP1 UPR activation, luminescence; percent of tunicamycin response, DMSO as zero. activation, % at 20 µM. 330,000 compounds, 0.33% hits. AID 463104;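 active means versus positive control, 20 µM dose yields 30% or more activation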;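 further: 100% = tunicamycin at 10 µg/mL and 0% = DMSO only wells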
#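 Material: CHO-XBP1 cells stably carrying IRE1-XBP1-driven luciferase reporter / Amount: 1000 cells per well / Compound: 20 µM, 1% DMSO / Times: 6 h treatment, 37 °C / Detection: luciferase luminescence / Measure: % activation of reporter signal versus tunicamycin and DMSO controls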
# GRIN3A LBD mod – modulates the human NR3A ligand-binding domain. Tm shift relative to glycine control, % at 25 µM. 340,000 compounds, 2.5% hits. NR3A LBD differential scanning fluorimetry, Tm shift; 0% = protein alone, 100% = glycine-bound protein;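 active means melting temperature shift of at least 10% of the positive control shift, at one fixed dose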
# NALP3 yeast inh – NALP3 inhibition in yeast. Yeast reconstituted NLRP3/ASC/caspase-1, beta-gal luminescence, 24 h. inhibition, % at 10 µM. 330,000 compounds, 0.39% hits. AID 2825;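 active means inhibition of 50% or more; inactive means inhibition below 50%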;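 further: plate controls were induced DMSO wells for no effect and uninduced yeast grown without galactose for full effect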
# Numbers without * were called inactive. Compounds as they come; about 8.2% have a hit in one of these screens.
SMILES,TIM10 inh,tim10-1 inh,Mdm2 MdmX PPI,tim23-1 inh,APJ ag,CHOP UPR activ,XBP1 UPR activ,GRIN3A LBD mod,NALP3 yeast inh
Cc1ccc(C)c(NC(NC(=O)c2ccccn2)C(Cl)(Cl)Cl)c1 (centres undefined),8,-23,8,13,0,1.5,1,-5,-18
O=C(CCc1ccccc1Cl)Nc1cc2c(cc1C(=O)O)OCCCO2,-2,3,-27,9,-3,-0.9,-2,0,31
COc1ccc(N(CC(=O)NCc2cccnc2)S(=O)(=O)c2ccc(C)c([N+](=O)[O-])c2)cc1,-4,3,1,10,-6,-0.1,-1,1,21
Cc1ccc2[nH]c3c(=O)n(N)c(=O)[nH]c3c2c1,19,13,5,6,1,0.8,-1,4,19
COc1cc2c(cc1OC)CN(C(=O)CN1CCN(S(=O)(=O)c3ccccc3Br)CC1)CC2,8,12,13,-7,0,-1.7,-3,-1,8
Cc1nc(NC(=O)Nc2ccc(Cl)cc2)sc1C,25,-2,-32,-3,-3,2.3,-3,12*,7
CCCCCCSc1cc(-c2nc3ccc(Cl)cn3c2NCCCC)ccc1OC,-5,2,30,19,-7,-0.1,-1,-10,8
O=c1c2[nH]c3ccccc3c2nc2n1CCCS2,8,17,6,20,-4,0.4,-2,-1,17
Cc1cccc(NS(=O)(=O)c2nnc(NC(=O)CC(C)C)s2)c1,-8,13,-2,19,-3,-0.3,-1,3,4
Cc1nn(-c2ccccc2)c(Cl)c1C1C(C#N)=C(N)OC2=C1C(=O)CC(C)(C)C2 (centres undefined),13,18,31,11,-1,1.3,-2,-1,3
Cc1cccc(NC(=O)CSc2nnc(-c3cnccn3)n2Cc2ccco2)c1,15,15,19,20,-3,-0.5,1,-4,1
O=C(C1CCCO1)N1CCN(C(=S)Nc2ccc(Br)cc2)CC1 (centres undefined),-3,9,25,17,7,0.9,0,3,1
O=C(c1ccc(S(=O)(=O)NCc2ccco2)cc1)N1CCN(Cc2ccccc2)CC1,-9,29,-8,6,-6,0.3,2,-2,4
CCc1ccc(C(=O)NCc2cnn(C)c2)s1,-3,8,-31,15,-2,0.8,10,-2,-4
O=C(Nc1cc(S(=O)(=O)N2CCCCCC2)ccc1OCC(F)(F)F)c1ccc(=O)[nH]c1,3,8,0,-3,-1,-1.3,2,-3,14
CC1=NN(C(=O)c2csc(C)c2)C(O)(C(F)(F)F)C1 (centres undefined),-8,15,17,17,-2,-0.9,-2,0,12
COc1ccc(NS(=O)(=O)c2cc(NC(=O)c3ccc(=O)[nH]c3)ccc2C)cc1,16,7,32,16,-3,3.1,-2,-1,11
O=c1c2ccccc2ncn1Cc1ccc(Cl)cc1,-10,1,17,6,-3,-0.2,-3,0,39
COc1ccc(-c2oc(=O)c3cc(OC)c(OC)cc3c2/C=C/c2ccc(OC(C)=O)cc2)cc1,5,11,60*,3,-1,15,18,-3,10
CC1=NN(c2ccccc2)C(=O)C1(C)[N+](=O)[O-] (centres undefined),-5,10,3,2,-2,0.3,-1,-1,12
CCCc1c(C)nn(C(=O)/C(C#N)=N/Nc2ccccc2[N+](=O)[O-])c1C,-5,-35,18,-17,-5,1.0,-2,15*,-1
COc1ccccc1NC(=O)COC(=O)c1cc2ccccc2cc1O,-5,-5,3,-5,-2,0.9,-1,0,9
O=C1C=C(NCc2ccccc2)C2(CCCCC2)O1,5,14,-2,11,-5,-1.1,-3,1,-9
C[C@@H](CN=[N+]=[N-])CN1CC[C@H](C(C)(C)C)CCC1=O,0,19,-11,15,-5,-1.1,1,-2,-22
Cc1ccc(O)c(C(=O)c2cnc3onc(-c4ccc(F)cc4)c3c2)c1,-10,15,17,3,1,2.2,0,-4,9
# The results go on.
SMILES,TIM10 inh,tim10-1 inh,Mdm2 MdmX PPI,tim23-1 inh,APJ ag,CHOP UPR activ,XBP1 UPR activ,GRIN3A LBD mod,NALP3 yeast inh
COc1cc(CCC(O)CC(=O)CCc2ccccc2)ccc1O (centres undefined),12,38,-14,24,-4,-0.1,-1,-2,17
CC1(C)C=C(c2ccc(C(=O)O)s2)CC(C)(C)N1,2,-6,-17,13,-1,1.4,-2,1,7
Cc1ccccc1N1CCN(C2CCCN(C(=O)CCn3cnnn3)C2)CC1 (centres undefined),6,5,1,-4,-1,-0.5,-3,1,3
O=C(N/N=C/c1ccc(OC(=O)c2ccccc2Br)cc1)c1ccccn1,2,11,24,12,8,7.4,0,-4,10
Cn1c(CN2CCOCC2)nnc1SCC(=O)Nc1nccs1,-3,13,30,11,-1,-1.5,-2,0,-3
Cc1ccc(Cl)cc1NC(=O)c1ccc(CSc2nnnn2C)cc1,17,-3,3,10,-2,-0.1,1,1,8
CC1=Nc2cc(C(=O)NCC3CCCO3)ccc2Sc2ccc(C)cc21 (centres undefined),-8,12,49,12,2,3.1,8,-3,2
O=c1cc(O)n(Cc2ccc(F)cc2)c(=O)[nH]1,-23,10,14,4,-1,2.2,0,2,4
O=C(COC(=O)Cn1[nH]c(=O)c2ccccc2c1=O)Nc1ccc2c(c1)OCO2,-4,-4,4,0,-3,0.5,1,0,13
Cn1c(=O)c2c(-c3ccccc3)n(Cc3ccccn3)cc2n(C)c1=O,-1,5,21,4,0,-1.8,2,1,12
COc1ccc(-c2nc(CS(=O)CC(=O)NCc3cccnc3)c(C)o2)cc1OC (centres undefined),-9,5,11,5,5,-1.2,-3,-1,7
Nc1nc(Nc2ccccc2F)nc(NCCO)c1[N+](=O)[O-],-5,-1,3,0,0,0.2,11,0,-12
COC(=O)C1CN(C(=O)COc2cccc(C)c2C)c2ccccc2O1 (centres undefined),17,16,-27,26,-2,-0.2,1,0,16
Cc1ccc(-c2nnn(CC(=O)NCCc3ccc4c(c3)OCO4)n2)o1,18,14,-3,-3,-2,-0.6,-1,3,10
COc1cc(Cl)cc(/C=C/c2ccc3ccccc3n2)c1OC(C)=O,26,29,-79,38,-6,5.2,7,-12,15
COc1ccc(C(c2nnnn2Cc2ccccc2)N2CCN(C(=O)c3ccco3)CC2)cc1 (centres undefined),16,16,-11,8,1,1.9,-1,-1,-2
CC(NC(=O)CN1C(=O)NC2(CCc3ccccc32)C1=O)c1ccccc1 (centres undefined),4,14,13,8,-2,1.2,-1,1,11
O=c1c(-c2cccc3ccccc23)[n+]([O-])c2ccccc2n1O,-8,-4,12,8,14,2.2,0,-4,14
CC(OC(=O)C1CC1)C(=O)Nc1cc(C(F)(F)F)ccc1Cl (centres undefined),5,4,-3,5,-3,-1.7,0,-3,3
c1ccc2nc(-c3ccncc3)ccc2c1,15,20,-26,8,1,4.5,5,4,26
Cc1nn(-c2cccc(Cl)c2)nc1C(=O)O,-2,6,9,-1,-1,0.3,1,-1,7
CC1CCN(C(=O)COC(=O)c2ccccc2C(=O)c2ccccc2)CC1,0,5,12,10,-1,2.7,-5,1,0
CC(C)CN(C(=O)COC(=O)C(C)N1C(=O)c2ccccc2C1=O)c1c(N)n(Cc2ccccc2)c(=O)[nH]c1=O (centres undefined),-2,-7,4,0,5,0.6,-2,-2,13
CCOc1ccc(N(CC(=O)N2CCCC2)S(=O)(=O)c2ccc(F)cc2)cc1,-1,-4,12,-2,-6,0.5,0,2,-3
COc1cc(CN2CCC(C(=O)N3CCC(C)CC3)CC2)cc(Br)c1O,-3,-26,8,0,0,0.9,-1,1,-9

# GRIN3A LBD mod, hit marks shown above
Molecule	tim10-1 inh	Mdm2 MdmX PPI	APJ ag	XBP1 UPR activ	GRIN3A LBD mod	NALP3 yeast inh
Cc1nc(NC(=O)Nc2ccc(Cl)cc2)sc1C	-2	-32	-3	-3	12*	7
CCCc1c(C)nn(C(=O)/C(C#N)=N/Nc2ccccc2[N+](=O)[O-])c1C	-35	18	-5	-2	15*	-1

# Other compounds:
SMILES,TIM10 inh,tim10-1 inh,Mdm2 MdmX PPI,tim23-1 inh,APJ ag,CHOP UPR activ,XBP1 UPR activ,GRIN3A LBD mod,NALP3 yeast inh
O=C(Nc1cc([N+](=O)[O-])ccc1C(=O)Nc1cccnc1)c1ccccc1,5,12,14,10,10,0.5,-4,-10,18
c1ccc(-c2nnc(CN3CCN(c4ccccc4)CC3)o2)cc1,-11,-5,-27,15,6,-0.6,1,-2,-12
COc1ccc(C2(C(=O)N3CCCC3)CCOCC2)cc1OC,-6,7,14,-1,2,-0.9,-1,-6,3
O=C(NCCN1CCCCC1)c1ccc(F)cc1Cl,7,-18,7,-7,0,0.5,-2,0,-3
C[C@H](NC(=O)c1[nH]cnc1C(=O)Nc1nccs1)c1ccccc1,7,14,28,6,-3,-0.6,1,-5,4
Cc1ccc(OCC(=O)N2N=C(c3ccc(Cl)cc3)CC2c2ccco2)c([N+](=O)[O-])n1 (centres undefined),29,36,11,18,-2,0.9,-2,-5,12

# By substructure: those above containing an NH in an aromatic ring
SMILES,TIM10 inh,tim10-1 inh,Mdm2 MdmX PPI,tim23-1 inh,APJ ag,CHOP UPR activ,XBP1 UPR activ,GRIN3A LBD mod,NALP3 yeast inh
Cc1ccc2[nH]c3c(=O)n(N)c(=O)[nH]c3c2c1,19,13,5,6,1,0.8,-1,4,19
O=c1c2[nH]c3ccccc3c2nc2n1CCCS2,8,17,6,20,-4,0.4,-2,-1,17
O=C(Nc1cc(S(=O)(=O)N2CCCCCC2)ccc1OCC(F)(F)F)c1ccc(=O)[nH]c1,3,8,0,-3,-1,-1.3,2,-3,14
COc1ccc(NS(=O)(=O)c2cc(NC(=O)c3ccc(=O)[nH]c3)ccc2C)cc1,16,7,32,16,-3,3.1,-2,-1,11
O=c1cc(O)n(Cc2ccc(F)cc2)c(=O)[nH]1,-23,10,14,4,-1,2.2,0,2,4
O=C(COC(=O)Cn1[nH]c(=O)c2ccccc2c1=O)Nc1ccc2c(c1)OCO2,-4,-4,4,0,-3,0.5,1,0,13
CC(C)CN(C(=O)COC(=O)C(C)N1C(=O)c2ccccc2C1=O)c1c(N)n(Cc2ccccc2)c(=O)[nH]c1=O (centres undefined),-2,-7,4,0,5,0.6,-2,-2,13
C[C@H](NC(=O)c1[nH]cnc1C(=O)Nc1nccs1)c1ccccc1,7,14,28,6,-3,-0.6,1,-5,4
